Bioassay records (PubChem)
Sm TGR block = inhibitors of Schistosoma mansoni thioredoxin glutathione reductase; Q962Y6; Potency, µM (series often up to 114 µM), without a hit: top-dose activity change, negative = inhibition, most hits filed as inhibitors; purified TGR, DTNB reduction, TNB absorbance 405 nm; 360,000 compounds, 3% hits; note: potency is the fitted concentration of half-maximal effect; nearly all actives have a fitted effect of over 60% in size
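Kinetic colorimetric format: TGR-catalysed, NADPH-driven DTNB reduction monitored via TNB absorbance. Enzyme dispensed at 20 nM; compound exposure 15 min at room temperature before reaction start.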
FBPA Giardia inh = Giardia lamblia aldolase inhibition; A8B2U2; purified Giardia FBPA; Potency, µM (series often up to 59.6 µM), without a hit: at the top dose activity, negative = inhibition, usual class: inhibitors; 290,000 compounds, 0.71% hits; note: potency is the fitted concentration of half-maximal effect; nearly all actives have a fitted effect of over 55% in size
Target sequence (A8B2U2 whole entry, looked up): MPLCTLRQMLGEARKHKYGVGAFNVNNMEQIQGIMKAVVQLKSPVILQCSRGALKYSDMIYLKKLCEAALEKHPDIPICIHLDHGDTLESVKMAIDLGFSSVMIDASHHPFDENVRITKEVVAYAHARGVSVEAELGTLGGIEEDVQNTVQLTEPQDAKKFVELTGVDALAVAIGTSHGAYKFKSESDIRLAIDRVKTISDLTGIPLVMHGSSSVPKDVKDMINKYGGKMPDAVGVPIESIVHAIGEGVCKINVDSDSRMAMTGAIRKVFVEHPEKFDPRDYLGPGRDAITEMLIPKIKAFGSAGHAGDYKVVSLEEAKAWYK
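Giardia FBPA (40 nM reagent) was preincubated 10 min at RT with compound (up to 57.5 uM final), then substrate plus GAPDH/TPI/NAD/arsenate coupling system with diaphorase/resazurin was added; resorufin fluorescence (525/598 nm) was read after 20 min.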
HCMV antiviral = human cytomegalovirus inhibition. HFF cells, HCMV-luciferase reporter, 72 h; stronger effect = lower value. activity change, negative = inhibition, % at 57.5 µM. 410,000 compounds, 4.5% hits. AID 1259415; in the data active = activity change below about -60%; inconclusive = no clear call, values can overlap the other calls; inactive = above about -39%
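Human foreskin fibroblasts infected with luciferase-reporter HCMV at MOI 1 PFU/cell, compounds at two doses. Luciferase measured 72 h post infection; normalized to buffer-only basal and Salinomycin (10uM) controls.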
AmpC detergent = blocks E. coli AmpC beta-lactamase in detergent assay | P00811 | AmpC hydrolysis of nitrocefin, absorbance 480 nm, 0.01% Triton | Potency, µM (series often up to 114 µM), inactives show top-dose activity change, negative = inhibition, usual class: inhibitors | 370,000 compounds, 0.041% hits | AID 485294;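 note: potency is the fitted concentration of half-maximal effect; 0% = no-compound wells and -100% = no-enzyme wells; nearly all actives have a fitted effect of over 25% in size; some results filed as inactive show a strong effect at the top dose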
Target sequence (P00811 whole entry, looked up): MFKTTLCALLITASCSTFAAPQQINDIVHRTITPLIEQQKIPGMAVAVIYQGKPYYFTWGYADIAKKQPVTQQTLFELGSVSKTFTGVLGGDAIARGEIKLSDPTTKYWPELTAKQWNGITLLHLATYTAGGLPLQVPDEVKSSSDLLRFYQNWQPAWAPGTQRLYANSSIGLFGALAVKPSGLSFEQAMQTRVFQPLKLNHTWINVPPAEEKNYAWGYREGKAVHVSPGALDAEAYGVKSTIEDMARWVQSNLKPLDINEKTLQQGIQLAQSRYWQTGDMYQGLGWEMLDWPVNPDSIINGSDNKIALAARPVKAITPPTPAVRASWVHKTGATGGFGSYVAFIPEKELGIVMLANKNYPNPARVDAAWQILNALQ
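AmpC (5.3 nM in the dispensed reagent) in 20 mM phosphate pH 7.0 with 0.01% (detergent screen) or 0.0001% Triton X-100 was preincubated with compounds for 15 min at room temperature. Nitrocefin was then added from an 800 uM solution, and hydrolysis was followed at 480 nm.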
AmpC no deterg = AmpC beta-lactamase inhibition without detergent. AID 485341. Potency, µM (titrated, usually from 57.1 µM), inactives show at the top dose activity change, negative = inhibition, hits mostly inhibitors. 330,000 compounds, 0.52% hits. AmpC nitrocefin hydrolysis, absorbance 480 nm, 0.0001% Triton;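 note: potency is the fitted concentration of half-maximal effect; plate controls were no compound for no effect and no enzyme for full effect; nearly all actives have a fitted effect of over 20% in size; some results filed as inactive show a strong effect at the top dose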
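AmpC (5.3 nM in the dispensed reagent) in 20 mM phosphate pH 7.0 with 0.01% (detergent screen) or 0.0001% Triton X-100 was preincubated with compounds for 15 min at room temperature. Nitrocefin was then added from an 800 uM solution, and hydrolysis was followed at 480 nm.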
AMA1-RON2 inh = AMA1-RON2 (P. falciparum) interaction inhibition | 360,000 compounds, 0.2% hits | Potency, µM (top dose mostly 58.2 µM), for the others: at the top dose activity change, negative = inhibition, most hits filed as inhibitors | AlphaScreen AMA1-biotinylated RON2 peptide binding;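 note: potency is the fitted concentration of half-maximal effect; 0% = vehicle wells and -100% = peptide control; nearly all actives have a fitted effect of over 45% in size; some results filed as inactive show a strong effect at the top dose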
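AMA1 (3D7) with his tag at 25 nM final met compounds first, then biotinylated RON2 peptide at 25 nM; detection used donor plus acceptor beads, 10 µg/mL apiece, read by AlphaScreen after 30 min at room temperature.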
An asterisk follows results filed as active; ? = inconclusive; / = not tested or not shown; [ ] = dose if it differs, or a comment. Unless noted, calls come from the whole dose curve; as a rule, active = well fitted curve in the direction sought with a large enough effect; inconclusive = small, poorly fitted or top-dose-only effect, or another doubt; inactive = no such curve, though single readings can be large; an effect the other way counts as inactive or inconclusive. Unless noted, % is set by controls: 0 for no effect and ±100 for the full control effect.

#	mol	Sm TGR block	HCMV antiviral	AMA1-RON2 inh	AmpC detergent	AmpC no deterg	FBPA Giardia inh
1	NC(=O)COC(=O)c1ccccc1SCC(=O)NC1CCCCCC1	3%	-10	3%	1%	-15%	3%
2	COc1cc2cc(C(N)=O)c(N)nc2cc1OC	-12%	-8	-1%	2%	-3%	-11%
3	O=C(N1CCc2[nH]c3ccccc3c2C1)C(F)(F)F	?	16	5%	-3%	-16%	4%
4	Cc1ccc2c(C)c(C(=O)NCc3ccc(S(N)(=O)=O)cc3)oc2c1	-5%	-39	6%	0%	-48%	3%
5	O=C(Nc1ccccc1C(=O)NCCCn1ccnc1)c1ccccc1	-13%	14	-4%	-13%	-14%	0%
6	Cc1ccc(C(=O)N2CCCCC2)cc1S(=O)(=O)N1CCCC1	-16%	7	-12%	5%	0%	/
7	Cc1ccc(CNC(=O)C2CCCN2C(=O)NCc2ccccc2)cc1 (centres undefined)	8%	1	-1%	-6%	-4%	5%
8	CCOC(=O)c1c(C)[nH]c(C)c1C(=O)COC(=O)C1CCCN1S(=O)(=O)c1ccccc1F (centres undefined)	-16%	-25	-12%	-11%	25%	4%
9	COc1cc(OC)cc(C(=O)NCc2nc(-c3ccccc3)no2)c1	5%	38	-5%	?	-27%	0%
10	O=C(Nc1ccc(Br)cn1)c1cccc2c1-c1ccccc1C2=O	1%	-16	-7%	?	-29%	4%
11	CCCOC(=O)c1c(NC(=O)C2c3ccccc3Oc3ccccc32)sc2c1CCCC2	3%	1	/	29%	/	/
12	COc1ccc(C(=O)N2CCC(O)(c3ccc(Cl)cc3)CC2)cc1OC	12%	4	-5%	-9%	104%[activator]	-1%
13	O=C1CC(=C(c2ccccc2)c2ccccc2)C(=O)N1CCCCN1CCN(c2cccc(Cl)c2)CC1	8%	3	-27%	-17%	-10%	-2%
14	CCCCN(C(=O)C1=COCCO1)c1c(N)n(Cc2ccccc2)c(=O)[nH]c1=O	0%	-26	0%	1%	-1%	/
15	CC(C)(C)OC(=O)C1=C(CO)CS[C@@H]2[C@H](NC(=O)Cc3ccccc3)C(=O)N12	/	1	-1%	/	-12%	/
16	Fc1ccccc1CSc1nnc(-c2cnccn2)n1Cc1ccco1	-21%	-11	0%	?	0%	0%
17	Cc1ccc2nc(CSc3nnc(NC(=O)CC(C)C)s3)cc(=O)n2c1	5%	-38	/	17%	/	/
18	Cc1nn(CC(O)Cn2cnc3c2c(=O)n(C)c(=O)n3C)c(C)c1Br (centres undefined)	-1%	17	15%	-2%	-2%	3%
19	COc1cc(/C=N/NC(=O)C(=O)NCc2ccco2)ccc1O	-5%	-23	-10%	-2%	2%	0%
20	Cc1ccc(CN(C(=O)COc2ccc(Br)cc2)C2CCS(=O)(=O)C2)o1 (centres undefined)	-27%	-8	-8%	-8%	108%[activator]	0%
21	CCOC(=O)c1ccc(NC(=O)CCc2c(C)nc3ncnn3c2C)cc1	-4%	44	10%	-9%	12%	0%
22	O=C(CSc1nc2ccccc2n1CCc1ccccc1)N1CCOCC1	1%	-68*	-15%	-18%	81%[activator]	-1%
23	CN(Cc1ccccc1)C(=O)COC(=O)CN1C(=O)c2ccccc2C1=O	/	-30	-8%	/	14%	/
24	COc1cc(C(=O)NCc2nc(-c3ccc(Cl)cc3)no2)cc(OC)c1OC	-1%	?	/	0%	/	/
25	O=[N+]([O-])c1cccc(C2NCC(c3ccccc3Cl)c3c2[nH]c2ccccc32)c1 (centres undefined)	0%	20	?	0%	-39%	-20%
26	CCOc1ccc(C2=C(C=Nc3c(C)n(C)n(-c4ccccc4)c3=O)C(c3ccc(F)cc3)c3ccccc3O2)cc1 (centres undefined)	-1%	/	-13%	2%	-1%	-1%
27	O=C(CCCCn1c(=O)c2ccccc2n(Cc2ccccc2Cl)c1=O)NCCc1ccccc1	0%	4	/	18%	/	/
28	O=C(Cc1ccccc1)NC(NNc1ccccc1)(C(F)(F)F)C(F)(F)F	?	25	4%	?	-4%	-3%
29	CCOc1ncccc1C(=O)Nc1cc(S(=O)(=O)N2CCOCC2)ccc1OCC(F)(F)F	/	-39	-20%	/	-15%	/
30	O=C(NCC1CCCO1)C12CN(Cc3ccccc3)CC1C(c1cccc([N+](=O)[O-])c1)=NO2 (centres undefined)	-8%	12	-1%	-4%	80%[activator]	-2%

Looked up one by one from the list above (7):
#	mol	Sm TGR block	HCMV antiviral	AMA1-RON2 inh	AmpC detergent	AmpC no deterg	FBPA Giardia inh
19	COc1cc(/C=N/NC(=O)C(=O)NCc2ccco2)ccc1O	-5%	-23	-10%	-2%	2%	0%
25	O=[N+]([O-])c1cccc(C2NCC(c3ccccc3Cl)c3c2[nH]c2ccccc32)c1 (centres undefined)	0%	20	?	0%	-39%	-20%
28	O=C(Cc1ccccc1)NC(NNc1ccccc1)(C(F)(F)F)C(F)(F)F	?	25	4%	?	-4%	-3%
13	O=C1CC(=C(c2ccccc2)c2ccccc2)C(=O)N1CCCCN1CCN(c2cccc(Cl)c2)CC1	8%	3	-27%	-17%	-10%	-2%
9	COc1cc(OC)cc(C(=O)NCc2nc(-c3ccccc3)no2)c1	5%	38	-5%	?	-27%	0%
2	COc1cc2cc(C(N)=O)c(N)nc2cc1OC	-12%	-8	-1%	2%	-3%	-11%
27	O=C(CCCCn1c(=O)c2ccccc2n(Cc2ccccc2Cl)c1=O)NCCc1ccccc1	0%	4	/	18%	/	/

Other compounds follow:
#	mol	Sm TGR block	HCMV antiviral	AMA1-RON2 inh	AmpC detergent	AmpC no deterg	FBPA Giardia inh
31	COc1cc(/C(C)=N\NC(N)=S)cc(OC)c1OC	2%	69	44%[activator]	?	-18%	?
32	O=c1c([N+](=O)[O-])c(N2CCOCC2)c2ccccc2n1Cc1ccccc1	18%	-67*	17%	7%	-26%	-5%
33	COc1ccc(NC(=O)c2cc3c(Cl)nc4ccccc4c3s2)c(OC)c1	-2%	-5	22%	-6%	-20%	4%
34	CCC(C)n1cnc2c(c1=O)c1nc3ccccc3nc1n2Cc1ccccc1OC (centres undefined)	3%	-12	-4%	0%	-12%	3%
35	CCOC(=O)c1cnc2c(-c3ccccc3)cnn2c1C	2%	47	-1%	-5%	-30%	1%
36	NC(=O)Cn1c(=O)n(CCCCCC(=O)NCc2ccccc2)c(=O)c2sccc21	8%	2	/	17%	/	/
37	CCN(CC(=O)Nc1ccc2c(c1)OCCO2)CC(=O)Nc1cc(C)on1	-28%	31	1%	-4%	-6%	-4%
38	Cc1cc(-c2ccccc2)nc(N/N=C/c2ccc(O)cc2)n1	0%	-16	79%[activator]	0%	-39%	/
39	COc1ccc(CCn2c(=O)c3cccnc3n(CC(=O)Nc3cccc(C)c3)c2=O)cc1OC	-2%	13	/	18%	/	/
40	COc1c(C)cc(C(=O)C2CCCN(Cc3ccccn3)C2)cc1C (centres undefined)	-22%	-65*	3%	0%	34%	0%
41	COc1ccc(C)cc1Nc1nnc(C)c(=O)[nH]1	0%	-16	-5%	-5%	3%[2.29 µM]	0%
42	Cc1ccc(Cl)cc1Nc1nn2c(=O)c3ccc(C(=O)NCc4ccc(F)cc4)cc3nc2s1	41%[activator]	-3	/	2%	/	/
43	O=c1cc(CO)oc(CN2CCN(c3ccccc3F)CC2)c1O	4%	18	0%	-15%	-3%	-6%
44	COc1cc(OC)cc(C(=O)N2CCC(N3CCCCCC3)CC2)c1	0%	25	-21%	9%	5%	-4%
45	COc1ccccc1Nc1cc(C(=O)NCCCN(C)C2CCCCC2)c2ccccc2n1	-28%	-98*	/	-9%	/	/
46	COc1ccc(CCn2nnnc2C(C(C)C)N2CCN(c3ncccn3)CC2)cc1OC (centres undefined)	7%	37	-7%	6%	125%[activator]	8%
47	O=C(COc1cccc2ccccc12)N1CCN(c2ccccn2)CC1	-11%	-20	-8%	3%	51%	0%
48	O=C(CN1CCN(S(=O)(=O)c2ccc(Cl)cc2)CC1)Nc1ccc2c(c1)OCCO2	-1%	-27	-4%	-8%	48%[activator]	7%
49	COc1cc(CNC(=O)c2cnc3c(-c4cccc(C)c4)c(C)nn3c2C)cc(OC)c1OC	-2%	-30	/	-2%	/	/
50	COc1ccc(C(=O)OCC(=O)Nc2nnc(-c3ccccc3)o2)cc1	11%	26	-6%	-6%	-34%	?
51	COCCCNC(=S)N1CCN(S(=O)(=O)c2ccc(OC)cc2)CC1	0%	?	28%	4%	5%	3%
52	CC(=O)N1CCc2cc(S(=O)(=O)NC(Cc3ccccc3)C(=O)NCc3ccccc3Cl)ccc21 (centres undefined)	5%	-13	/	2%	/	/
53	COc1ccc(NC(=O)c2ccco2)cc1NC(=O)c1ccccc1F	-5%	-15	0%	-7%	-17%	4%

One compound at a time (already shown).
COc1ccc(CCn2nnnc2C(C(C)C)N2CCN(c3ncccn3)CC2)cc1OC (centres undefined) is entered as Sm TGR block: 7%; HCMV antiviral: 37; AMA1-RON2 inh: -7%; AmpC detergent: 6%; AmpC no deterg: 125%[activator]; FBPA Giardia inh: 8%
COc1ccc(NC(=O)c2cc3c(Cl)nc4ccccc4c3s2)c(OC)c1 is entered as Sm TGR block: -2%; HCMV antiviral: -5; AMA1-RON2 inh: 22%; AmpC detergent: -6%; AmpC no deterg: -20%; FBPA Giardia inh: 4%

Limited to AmpC no deterg and AmpC detergent (6 entries from above):
entry | compound | AmpC no deterg | AmpC detergent
47 | O=C(COc1cccc2ccccc12)N1CCN(c2ccccn2)CC1 | 51% | 3%
48 | O=C(CN1CCN(S(=O)(=O)c2ccc(Cl)cc2)CC1)Nc1ccc2c(c1)OCCO2 | 48%[activator] | -8%
49 | COc1cc(CNC(=O)c2cnc3c(-c4cccc(C)c4)c(C)nn3c2C)cc(OC)c1OC | / | -2%
50 | COc1ccc(C(=O)OCC(=O)Nc2nnc(-c3ccccc3)o2)cc1 | -34% | -6%
51 | COCCCNC(=S)N1CCN(S(=O)(=O)c2ccc(OC)cc2)CC1 | 5% | 4%
52 | CC(=O)N1CCc2cc(S(=O)(=O)NC(Cc3ccccc3)C(=O)NCc3ccccc3Cl)ccc21 (centres undefined) | / | 2%

Rows are unselected; 7.8% or so of the library scored in one or more.
